# High-throughput results deposited in PubChem by NCI.
# All columns: NCI-60 one-dose screen, growth in % after 48 h at 10 µM unless noted; 100 = growth as untreated, 0 = no growth, -100 = all killed.
# RPMI-8226: RPMI-8226 leukemia cells | 7.5% of 77,000 active
# HOP-92: HOP-92 NSCLC cells; 6.3% of 71,000 active; AID 1794738
# M14: M14 melanoma. AID 1794745. 6.2% of 80,000 active
# EKVX: EKVX NSCLC | 3% of 71,000 active
# HOP-62: HOP-62 NSCLC; AID 1794735; 3.9% of 80,000 active
# CCRF-CEM: CCRF-CEM leukemia; AID 1794778; 7% of 77,000 active
# A549/ATCC: A549/ATCC NSCLC. 3.7% of 81,000 active
# UACC-62: UACC-62 melanoma | 5.4% of 81,000 active | AID 1794756
# Numbers without * were called inactive; . = no result given; & = joins results of further samples. Rule for the calls: active = growth percent below 10; inactive = the rest.
SMILES,RPMI-8226,HOP-92,M14,EKVX,HOP-62,CCRF-CEM,A549/ATCC,UACC-62
O=CC(CO)OC(C=O)n1ccc(=O)[nH]c1=O (configuration not stated),106,97,109,98,100,104,89,110
COc1cc(/C=C2/C(=O)NC(SCC(=O)N3CCN(c4cc5c(cc4F)c(=O)c(C(=O)O)cn5C4CC4)CC3)=NC2N)ccc1O (configuration not stated),100,111,102,89,107,107,109,102
CCOC(=O)c1c(N)sc2c1CCCC2,70&115,154,93&121,68&114,71&116,44&108,77&111,85&115
O=C(/C=C/c1c[nH]c2ccccc12)c1ccc(O)c(CN2CCN(c3ccc(F)cc3)CC2)c1,91,95,99,.,96,93,99,101
CN1CCN(CC(O)COc2c(Br)c(Br)c(Br)c3c2OC(C)(C)C3)CC1 (configuration not stated),-11*,-3.4*,-54*,88,16,16,64,-60*
NS(=O)(=O)c1ccc(N/N=C(/CS(=O)(=O)c2ccccc2)c2cc3ccccc3oc2=O)cc1,103,85,97,92,93,110,97,95
Cc1ncc(CCO)c(CO)c1O,147,89,107,83,106,123,84,86
Cc1ccc(OC(=O)c2ccc(N)cc2O)cc1,79,71,109,.,108,87,93,97
COC(=O)[C@@]1(CCSC)N[C@H](c2ccc(C)s2)[C@@H]2C(=O)N(c3ccc(Cl)cc3)C(=O)[C@@H]21,94,98,97,.,94,89,97,97
COc1ccc(-c2nc3sc4c(c3c(=O)[nH]2)CCCC4)c2ccccc12,12,12,.,.,10,13,16,24
Nc1ccc(N=Nc2ccc(-c3ccc(N=Nc4ccc(N)c5cc(S(=O)(=O)O)ccc45)cc3)cc2)c2ccc(S(=O)(=O)O)cc12,101,95,101,105,97,95,97,97
O/N=C(\CSc1nnc(-c2ccc(Cl)cc2)o1)c1ccccc1,98,107,103,99,113,76,93,91

# Limited to HOP-92 (two entries from above):
Structure | HOP-92
Cc1ncc(CCO)c(CO)c1O | 89
Cc1ccc(OC(=O)c2ccc(N)cc2O)cc1 | 71

# Further entries:
SMILES,RPMI-8226,HOP-92,M14,EKVX,HOP-62,CCRF-CEM,A549/ATCC,UACC-62
O=C(c1ccc(O)c(Br)c1)c1cc(Br)ccc1O,83&62,88&50,103,113&106,115&103,90&86,90&103,78&96
COCC(=O)O,108,68,103,101,97,110,105,104
CC(=O)N1N=C(c2ccc(F)cc2)CC1c1cccc(Nc2ccnc3cc(C(F)(F)F)ccc23)c1 (configuration not stated),62,72,94,91,88,82,82,81
CCOC(=O)c1c(C)nc2[nH]n(-c3ccccc3)c(=O)c2c1-c1ccccc1,.,87,101,91,99,101,101,79
CCN(c1ccccc1)c1nc(Cl)nc2c1cnn2C,89,73,141,107,98,88,99,89
CC(c1cccc(O)c1)N(C)C (configuration not stated),105,83,111,96,99,100,86,97
Cc1nc2sc(C(=O)Nc3cccc4ccccc34)c(N)c2cc1C(C)O (configuration not stated),18,84,15,37,40,9.1*,23,36
O=C(O)c1ccc(F)c([N+](=O)[O-])c1,104,92,93,105,110,.,108,92
COc1ccc(-c2nnc(CSc3nc(-c4ccc(F)cc4)c(C#N)c(=O)[nH]3)o2)cc1,96,90,97,101,102,87,91,100
CCOC(=O)CCCOc1ccc(/C=C2\CC/C(=C\c3ccc(OCCCC(=O)OCC)c(OC)c3)C2=O)cc1OC,79,78,110,.,106,85,97,103
Cc1cc(C)n2c(SCc3nc4sc5c(c4c(=O)[nH]3)CCCC5)nnc2n1,84,90,113,98,108,92,104,93
CN1CCN(Cc2ccc(C(=O)Nc3cncc(C#Cc4cnc(N)c5ccccc45)c3)cc2C(F)(F)F)CC1,-41*,45,-85*,-8.9*,-48*,0.7*,-68*,43

# Whole records from above. Values in the order: RPMI-8226	HOP-92	M14	EKVX	HOP-62	CCRF-CEM	A549/ATCC	UACC-62
# CC(c1cccc(O)c1)N(C)C (configuration not stated) is listed as 105	83	111	96	99	100	86	97
# CCN(c1ccccc1)c1nc(Cl)nc2c1cnn2C is listed as 89	73	141	107	98	88	99	89
# O=C(c1ccc(O)c(Br)c1)c1cc(Br)ccc1O is listed as 83&62	88&50	103	113&106	115&103	90&86	90&103	78&96

# (list continues)
SMILES,RPMI-8226,HOP-92,M14,EKVX,HOP-62,CCRF-CEM,A549/ATCC,UACC-62
CC[n+]1ccc(C)c(C)c1,105,.,111,89,105,102,89,106
CCC(C)S(=O)(=O)c1oc(-c2ccc(C)cc2)nc1S(=O)(=O)c1ccccc1 (configuration not stated),-44*,-75*,-42*,-61*,29,-46*,36,-94*
COC1=CC(=O)OC(C)(c2ccccc2)C1 (configuration not stated),100,96,.,103,104,96,112,96
CC(=O)N1C(=O)C(=O)c2ccccc21,105,96,102,.,98,98,97,105
CCOC(=O)C1(C(=O)OCC)CCN(S(=O)(=O)c2ccccc2)CC1,100,90,103,109,107,100,107,98
COC(=O)c1cc(Cl)cc(NC(C)=O)c1Cl,93,88,103,.,110,99,95,99
COc1ccc(-c2cs/c(=N\N=C\c3ccc(F)c(OC)c3)n2C)cc1,56,69,.,46,80,74,83,65
Nc1ccc(NC(=O)c2cc(Cl)ccc2O)c(Cl)c1,97&92,97&101,105&94,92&94,108&98,101&70,104&99,95&93
Nc1nc(Nc2cccnc2)nn1Cc1ccccc1,99,.,100,92,109,104,99,94
CSc1nc(Nc2cccc(NC(=O)CCl)c2)c(C#N)c(-c2cccc([N+](=O)[O-])c2)n1,-14*,41,49,74,86,-14*,96,41
Cc1ccc(S(=O)(=O)OCCCCl)cc1,97,91,99,.,98,102,92,104
Cc1ccc(CCNc2ncnc(Cl)c2N)cc1,37&47,69&96,87&95,49&37,58&82,60,67&84,76&73
CCc1ccc(CC)c(CC)c1CC,102,.,104,100,94,94,101,103
CCCc1nc(C)c2c(=O)[nH]c(-c3cc(S(=O)(=O)N4CCN(CC)CC4)ccc3OCC)nn12,120,87,121,97,101,98,100,101
CCCCC/C(C=Nc1ccccc1C(=O)OC)=C\c1ccccc1,90,90,98,94,91,96,102,95
OC(CNC1CCCCC1)CO/N=C1\CCSc2c(Cl)cccc21 (configuration not stated),77,52,89,.,72,78,92,78
O=C(O)CSc1nc2ccc(Br)cc2[nH]1,107,105,106,113,118,104,92,94
COc1cc(/C=C2\CCCC3=C2N=C2SC=NN2C3c2cc(OC)c(OC)c(OC)c2)cc(OC)c1OC (configuration not stated),-22*,.,9.8*,.,12,2.7*,13,-52*
O=S(=O)(c1cccc2ncccc12)N1CCN(c2nccc(-c3c(-c4cccc(F)c4)nc4sccn34)n2)CC1,38,35,88,68,94,65,65,59
Cc1ccc(/C(=N/c2sc(-c3ccccc3)nc2-c2ccccc2)N2CCN(c3ccccc3)CC2)cc1,104,115,106,102,110,102,103,101
CCN1C(=O)/C(=C2\S/C(=N\Nc3ccccc3)N(C)C2=O)c2ccccc21,102,96,.,69,83,100,107,92
Oc1cccc(-c2nc3cc4nc5ccccc5[nH]c4cc3n2)c1,76,89,97,98,103,78,80,95
CNc1ncc(-c2ccc(C(F)(F)F)cc2)c(NC2CCCCCC2)n1,32,.,94,.,93,70,69,90
COc1ccc(CNC(=O)C(O)C(Cc2ccccc2)NC(=O)c2[nH]c3ccccc3c(=O)c2C)cc1OC (configuration not stated),111,110,106,99,102,108,103,103

# The closing 3 records of the section before come first, to join the parts.
SMILES,RPMI-8226,HOP-92,M14,EKVX,HOP-62,CCRF-CEM,A549/ATCC,UACC-62
Oc1cccc(-c2nc3cc4nc5ccccc5[nH]c4cc3n2)c1,76,89,97,98,103,78,80,95
CNc1ncc(-c2ccc(C(F)(F)F)cc2)c(NC2CCCCCC2)n1,32,.,94,.,93,70,69,90
COc1ccc(CNC(=O)C(O)C(Cc2ccccc2)NC(=O)c2[nH]c3ccccc3c(=O)c2C)cc1OC (configuration not stated),111,110,106,99,102,108,103,103
CC(C)(C)C(=O)OCOP(=O)(OCOC(=O)C(C)(C)C)C1CC(O)N(O)C1=O (configuration not stated),9.2*,28,56,66,36,4.1*,64,9.7*
O=C1C(=O)N(CCCCn2cc(-c3ccc(F)cc3)nn2)c2ccccc21,114,99,94,89,99,120,106,92
Cn1cc(-c2nonc2-c2c[nH]c3ccccc23)c2ccccc21,9.0*,5.1*,7.1*,26,14,7.7*,18,8.2*
Nc1cccc(-c2nc3sccn3c2-c2ccnc(NCCCNS(=O)(=O)c3cccc(F)c3)n2)c1,31,92,49,72,83,23,58,22
Clc1ccc([C@@H]2C[C@@H]3Cc4cc(Br)c5ccccc5c4N2O3)c(Cl)c1,89,.,76,108,87,66,71,63
Cc1cc(N)c2cc(N)ccc2n1,98,95,111,106,106,97,110,102
Fc1cccc(CSc2ncnc3nc[nH]c23)c1,102,105,108,105,97,112,97,83
CC12C=CC(=O)C=C1CCC1C2CCC2(C)C(C(=O)CO)CCC12 (configuration not stated),88,104,102,90,103,103,84,98
O=S(=O)(Nc1ccc(Cl)cc1)c1ccc(-c2cnc(C3CC3)o2)cc1,15,41,22,48,29,11,40,17
Cc1cnc(SCc2ccc(Cl)cc2)nc1N(Cc1ccccc1)Cc1ccccc1,93,105,102,89,97,96,113,87
Cc1ccc(-c2cc(C3=C(c4cccs4)NC(=S)NC3C)n[nH]2)o1 (configuration not stated),93,103,97,100,76,87,106,104
Cc1ccc(-c2n[nH]c(=O)c3c2sc2ncc(-c4ccc(C)cc4)n23)cc1,91,96,108,98,93,78,84,95

# As entered above:
# For UACC-62, O=C1C(=O)N(CCCCn2cc(-c3ccc(F)cc3)nn2)c2ccccc21 shows 92
# For HOP-92, Cc1ccc(-c2n[nH]c(=O)c3c2sc2ncc(-c4ccc(C)cc4)n23)cc1 shows 96
# For CCRF-CEM, Cc1cc(N)c2cc(N)ccc2n1 shows 97
# For EKVX, Nc1cccc(-c2nc3sccn3c2-c2ccnc(NCCCNS(=O)(=O)c3cccc(F)c3)n2)c1 shows 72
# For HOP-92, O=S(=O)(Nc1ccc(Cl)cc1)c1ccc(-c2cnc(C3CC3)o2)cc1 shows 41

# Remaining list, next part:
SMILES,RPMI-8226,HOP-92,M14,EKVX,HOP-62,CCRF-CEM,A549/ATCC,UACC-62
COc1ccc(Cl)cc1NC(=O)c1cc2c([nH]1)-c1nc(N)sc1CCC2,108,132,98,92,102,87,70,93
CCOc1cc2c(Cl)ncnc2c(OCC)c1OCC,15,87,74,88,91,11,96,64
Cc1nc2n(c(=O)c1CCN1CCC(c3noc4cc(F)ccc34)CC1)CCCC2,97&101,88&92,102&127,113&102,97,105&84,89&101,93&108
CCCC(=O)Oc1ccc([N+](=O)[O-])cc1,109,104,101,102,110,109,101,104
O=CN1N=C(c2ccc3c(c2)OCO3)CC1c1ccc(F)cc1 (configuration not stated),.,82,93,58,90,76,82,61
C=C1C(=O)O[C@H]2[C@H]1CC/C(Cn1cc(Cn3ccc4ccccc43)nn1)=C\CC[C@@]1(C)O[C@@H]21,-35*,-36*,14,59,77,-19*,62,33
CC(=O)c1sc(N2N=C(C)CC2c2ccc(N(C)C)cc2)nc1C (configuration not stated),93,85,89,82,74,99,92,79
COc1ccc(-c2nn(-c3cccc(Cl)c3)cc2-c2cc(-c3ccc(Br)cc3)nc(N)c2C#N)cc1,87,65,102,97,93,95,96,94
Cc1cccc(C)c1Nc1nnc(-c2ccc(Cl)cc2)o1,37,68,38,71,59,85,66,81
Cc1nc(Nc2ncc(C(=O)Nc3c(C)cccc3Cl)s2)cc(N2CCN(CCCNC(=O)COc3ccc(C4CCC(=O)NC4=O)cc3)CC2)n1 (configuration not stated),76,.,60,59,35,95,33,55
Brc1ccccc1Cn1c(-c2cncs2)nc2ccccc21,43,0.7*,93,.,76,78,83,70
C/C(=C\CCc1ccoc1)CC/C=C(\C)CCCN1CCCCC1,64,80,87,.,91,79,78,87
O=C1O/C(=C\c2ccccc2)c2ccccc21,104,98,101,.,95,96,101,102
O=C(CCN1CCCC1)c1ccc([N+](=O)[O-])cc1,93,109,102,97,98,103,101,105
NC(Cc1ccc(OC(Cn2ccnc2[N+](=O)[O-])Cn2ccnc2[N+](=O)[O-])cc1)C(=O)O (configuration not stated),95,86,105,136,96,102,98,105
COc1ccc(OC)c(/C=C/C(=O)N/N=C/c2ccccc2)c1,54,77,28,64,67,55,48,61
CCCCCCCC/C=C\CCCCCCCC(=O)OCC1CCCO1 (configuration not stated),116,108,102,102,89,113,.,100
Cc1nc2cc(Cl)ccc2s1,90,95,84,100,105,100,112,102
Clc1ccc(SSc2ccccc2)cc1,101,.,103,104,109,105,101,106
O=C(O)/C=C\C(=O)Nc1ccc2c(c1)Cc1cc(Cl)ccc1-2,108,58,99,101,97,90,92,84
Cc1cc(C)n2c(C)nnc2c1,106,92,94,85,98,95,100,92
O=C1CCCCO1,103,.,92,89,85,97,95,96
CC(=O)Oc1[nH]c(=O)c2cccc3c2c1CCC3,96,92,101,107,98,89,106,107
CS(=O)(=O)c1ccc(C(=O)N2N=C(c3ccccc3)CC2c2ccc(F)cc2)cc1 (configuration not stated),80,.,103,85,74,105,68,92
CCOc1ccc2nc(NC(=O)CSC(=S)N3CCN(Cc4ccccc4)CC3)sc2c1,109,88,96,105,113,.,102,.
O=C1C=CC2(NN=C(c3ccccc3)N2c2cccc(Cl)c2)C(Cl)=C1 (configuration not stated),59,84,85,67,64,42,80,44
C=C1C(=O)O[C@H]2[C@H]1CC/C(COC(=O)/C=C\C(=O)NCc1ccc(Cn3c(=O)sn(CCI)c3=O)cc1)=C\CC[C@@]1(C)O[C@@H]21,22,46,36,62,130,-28*,98,55
O=S(=O)(NC1c2ccccc2Oc2ccccc21)c1ccccc1,94,64,99,102,90,62,98,98
CC(=O)OCCCN1C=C/C(=C\C(=O)n2ccc3ccccc32)c2ccccc21,102,92,102,80,105,102,103,90
CCCCOP(=O)(OCCCC)C1(C)CC(=O)CC(C)(C)C1 (configuration not stated),126,72,107,111,102,118,109,93
